From PubChem
Tn6 DDE FP: inhibitors of Tn6 peptide binding to fibrin DD(E), primary screen, biochemical, fluorescence polarization, human fibrin, Tn6 probe | Fibrin DD(E) TRITC-Tn6 fluorescence polarization displacement | inhibition, % at 8.3 µM | AID 720509, 2013 | hit rate 0.21% among 370,000;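 active = inhibition above a per-campaign cutoff: mean of compounds within control limits plus 3 SD, cut at about 15% in these data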;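 also: 0% = median of all compound wells on the plate and 100% = blocking peptide control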
ADAM10 inh: human ADAM10 inhibitors, primary screen, biochemical, QFRET, HTS; Disintegrin and metalloproteinase domain-containing protein 10 (Homo sapiens), O14672; inhibition, % at 7 µM; recombinant ADAM10, EDANS/DABCYL FRET peptide cleavage, 3 h; hit rate 0.62% among 370,000;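 active = inhibition above a per-campaign cutoff equal to the mean of compounds falling between control-based bounds plus 3 SD, cut at about 20% in these data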;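 also: 0% = DMSO wells while the 100% control is not disclosed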
PLCb3 inh: human PLC-beta3 inhibitors, primary screen, biochemical, fluorescence; 1-phosphatidylinositol 4,5-bisphosphate phosphodiesterase beta-3 (Homo sapiens), Q01970; Purified PLC-beta3, fluorogenic substrate; hit rate 0.18% among 370,000; inhibition, % at 12.2 µM; in the data active = inhibition above about 11%;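 also: 0% = median of compound wells on plate and 100% = full blocker control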
DDE Tn7 FP inh: inhibitors of Tn7 peptide binding to fibrin DD(E), primary screen, biochemical, fluorescence polarization, human fibrin, Tn7 probe | FP displacement of FITC-Tn7 peptide from fibrin DD(E); 0% = median of compound wells per plate | inhibition, % at 8.3 µM | hit rate 0.13% among 370,000;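 active = inhibition above the mean of compounds falling within the control limits plus 3 SD of them, cut at about 14% in these data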;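 also: 0% = plate median of compound wells and 100% = 10 µM Aha-Tn7 peptide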
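Also added: labelled Tn7 tracer, 0.1 µM; Assay system: human fibrin DD(E) protein; Amount: 2 µM fibrin DD(E); Schedule: 10 min compound pre-incubation, 3 h probe incubation at room temperature; Repeats: one replicate per compound; Read-out basis: percent inhibition; Measured by: fluorescence polarization of the labelled Tn7 tracer.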
ASAP1 inh: inhibitors of human ASAP1 ArfGAP activity, primary screen, biochemical, fluorescence polarization; Arf-GAP with SH3 domain, ANK repeat and PH domain-containing protein 1 (Homo sapiens), …; ASAP1-stimulated ARF1 GTP hydrolysis, GDP FP detection; inhibition, % at 16.5 µM; hit rate 0.19% among 360,000; AID 624377, 2012; in the data active = inhibition above about 25%;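 also: 0% = vehicle with enzyme and substrate and 100% = no enzyme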
SIAE primary: human SIAE inhibitors, primary screen, biochemical, fluorescence polarization, FP-Rh probe, 1536-well HTS | hit rate 0.69% among 370,000 | Sialate O-acetylesterase (Homo sapiens), Q9HAT2 | inhibition, % at 9.66 µM | SIAE FP-Rh probe binding;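 active = inhibition above a cutoff: mean of compounds within the control limits plus 3 SD of those, cut at about 17% in these data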;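 also: 0% = plate median of compound wells and 100% = probe without SIAE protein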
Target sequence (Q9HAT2 whole entry, looked up): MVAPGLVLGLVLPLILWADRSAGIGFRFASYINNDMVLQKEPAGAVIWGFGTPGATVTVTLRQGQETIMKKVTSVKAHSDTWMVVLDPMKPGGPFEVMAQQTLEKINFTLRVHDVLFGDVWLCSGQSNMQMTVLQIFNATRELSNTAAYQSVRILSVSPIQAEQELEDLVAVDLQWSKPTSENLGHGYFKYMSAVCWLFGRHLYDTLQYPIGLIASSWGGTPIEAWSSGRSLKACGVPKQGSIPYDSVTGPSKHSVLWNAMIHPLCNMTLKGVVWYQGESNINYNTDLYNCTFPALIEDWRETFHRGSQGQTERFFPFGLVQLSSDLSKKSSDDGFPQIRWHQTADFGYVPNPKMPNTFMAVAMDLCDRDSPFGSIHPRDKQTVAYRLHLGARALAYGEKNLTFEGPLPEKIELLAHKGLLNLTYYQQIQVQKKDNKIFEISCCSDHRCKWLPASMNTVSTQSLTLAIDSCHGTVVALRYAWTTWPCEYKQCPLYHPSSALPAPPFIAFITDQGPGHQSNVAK
PLC-gamma1 inh: PLC-gamma1 enzyme inhibitors, primary screen, biochemical, fluorescence, purified enzyme | inhibition, % at 12.2 µM | 1-phosphatidylinositol 4,5-bisphosphate phosphodiesterase gamma-1 (Homo sapiens), P19174 | AID 720700, 2013 | hit rate 0.84% among 370,000 | fluorogenic substrate; in the data active = inhibition above about 9.5%
ADAM17 inh: ADAM17 inhibitors, primary screen, biochemical, QFRET; recombinant ADAM17, EDANS/DABCYL FRET peptide cleavage; inhibition, % at 6.95 µM; hit rate 0.83% among 370,000; AID 720648, 2013;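 active = inhibition above the mean of compounds lying between control limits plus 3 SD, set per campaign, cut at about 8.5% in these data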;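 also: 0% = DMSO-only wells as the low control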
TDP2 absorb: human TDP2 enzyme inhibitors, primary screen, biochemical, epi absorbance, recombinant enzyme | hit rate 0.34% among 370,000 | T5PNP hydrolysis, p-nitrophenol absorbance 415 nm | inhibition, % at 12.8 µM | AID 720702, 2013 | Tyrosyl-DNA phosphodiesterase 2 (Homo sapiens), O95551;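 active = inhibition above the mean of all tested compounds plus 3 SD, set per campaign, cut at about 25% in these data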;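 also: 0% = DMSO with enzyme and 100% = buffer with substrate but no TDP2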
Target sequence (O95551 whole entry, looked up): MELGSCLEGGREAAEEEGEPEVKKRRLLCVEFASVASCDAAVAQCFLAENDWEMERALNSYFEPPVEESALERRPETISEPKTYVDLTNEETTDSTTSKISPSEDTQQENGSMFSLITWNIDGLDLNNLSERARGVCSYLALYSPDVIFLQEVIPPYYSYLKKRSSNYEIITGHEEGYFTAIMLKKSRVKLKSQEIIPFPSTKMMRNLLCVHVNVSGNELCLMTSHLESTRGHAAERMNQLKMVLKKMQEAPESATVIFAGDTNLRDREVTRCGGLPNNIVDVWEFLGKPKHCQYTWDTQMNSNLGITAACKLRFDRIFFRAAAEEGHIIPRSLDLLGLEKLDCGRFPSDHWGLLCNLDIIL
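Assay system: recombinant human TDP2 / Reagent: T5PNP substrate at 5 mM, a TopII-DNA adduct mimic / Measured by: epi absorbance from released p-nitrophenol / Evaluation: % inhibition relative to enzyme-containing and enzyme-free wells / Control set: enzyme-free and DMSO wells / Replicates: each compound tested once, singlicate / Schedule: enzyme reaction with compound for 2 h at 37 °C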
ARFGAP1 inhibitor: inhibitors of rat ARFGAP1 GAP activity, primary screen, biochemical, fluorescence polarization, GDP tracer | hit rate 0.26% among 360,000 | AID 651572, 2012 | Arfgap1-stimulated ARF1 GTP hydrolysis, GDP FP detection | ADP-ribosylation factor GTPase-activating protein 1 (Rattus norvegicus), Q62848 | inhibition, % at 16.5 µM;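 active = inhibition above a per-plate limit, mean inhibition of low control wells plus 3 SD, cut at about 25% in these data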;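 also: 0% = DMSO wells with enzyme and 100% = wells lacking Arfgap1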
Target sequence (Q62848 1-136 limits assumed): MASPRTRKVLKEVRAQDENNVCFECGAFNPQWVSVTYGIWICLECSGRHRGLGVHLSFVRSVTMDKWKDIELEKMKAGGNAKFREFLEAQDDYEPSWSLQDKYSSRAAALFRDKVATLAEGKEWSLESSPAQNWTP
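Material – truncated rat Arfgap1 GAP domain · Buffer or medium – HEPES-based buffer, pH 7.5 · Reagent – human ARF1(Δ1-17)-GTP substrate · Dosing – 16.5 µM single point, 1.26% DMSO · Schedule – GTP hydrolysis reaction 2 h at 25 °C · Technique – GDP detection by fluorescence polarization · Benchmarks – No-Arfgap1 wells (100%) versus DMSO full-reaction wells (0%) · Repeats – single replicate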
An asterisk follows results filed as active; & = joins results of further samples.

no.	Tn6 DDE FP	ADAM10 inh	PLCb3 inh	DDE Tn7 FP inh	ASAP1 inh	SIAE primary	PLC-gamma1 inh	ADAM17 inh	TDP2 absorb	ARFGAP1 inhibitor	smiles
1	9	4	-4	1	15	-5	-4	-1	2	-10	CS(=O)(=O)N(CC(=O)N/N=C/c1ccccn1)c1ccc(Oc2ccccc2)cc1
2	6	4	-2	4	-6	-5	0	-1	-2	7	CCOc1ccc2nc(NCCCO)[nH]c2c1
3	3	8	-2	4	-5	0	-2	4	2	1	CCC(NC(=S)NC1CCCCC1)c1ccc(C(C)C)cc1 (stereo not drawn)
4	1	9	6	-3	-10	-7	5	1	-12	3	O=C(N/N=C/C(Br)=C/c1ccccc1)c1ccncc1
5	7	-34	-80	-5	-5	0	-54	-13	5	2	Cc1ccc(-n2c(CCC(=O)O)ccc2-c2cccs2)cc1
6	11	7	4	-3	4	-3	6	-1	-5	4	Cn1c(=O)c(C(=O)CN2CCOCC2)c(N)n(Cc2ccccc2)c1=O
7	-6	4	-8	0	0	1	-1	-4	6	7	O=C(c1ccco1)N1CCN(Cc2nc(-c3cccs3)no2)CC1
8	-3	-11	-5	3	1	1	0	-4	-5	8	Cc1cc(C)cc(OCc2ccc(C(=O)NC3CCOC3=O)o2)c1 (stereo not drawn)
9	0	-239	-30	-6	-9	-1	-21	-79	16	0	CCN(CC)C(=O)COc1ccc2c3c(c(=O)oc2c1)CCCC3
10	3	-4	2	4	-3	-4	0	2	-11	-5	CC1(C)CC2CC(C)(CN2S(=O)(=O)c2ccc(N)cc2)C1 (stereo not drawn)
11	-5	-5	-52	-2	-4	-9	-35	0	3	13	COc1ccc(/C=C/C(=O)c2ccc3c(c2)OCO3)cc1OC
12	-1	-2	0	4	-11	0	-4	-4	-6	-6	CCCCOc1ccc(CCC(=O)N/N=C/c2ccco2)cc1
13	-4	-7	0	-2	5	-1	8	3	-1	3	O=C(Nc1cccc(F)c1)NC1CCN(Cc2ccccc2)CC1
14	2	1	-1	1	9	11	-6	5	11	-2	CN1C(=O)/C(=C/c2ccccc2OCc2ccccc2)NC1=S
15	9	3	-6	-1	15	0	-6	-5	-5	5	O=C(NCCC(=O)N1CCCCCCC1)c1ccc(Cl)cc1
16	-2	-73	-83	-2	-4	3	-72	-26	3	15	Cc1nnc(C)c2c(C)n(C(C)c3ccccc3)c(C)c12 (stereo not drawn)
17	2	-14	1	11	-23	-1	0	-4	-2	3	CC(=O)Nc1ccc(C(=O)N2CCN(C(=O)c3ccco3)CC2)cc1
18	5	-1	4	4	8	2	5	0	3	-12	Cn1c(CNC(=O)Nc2ccccc2)nnc1SCc1ccccc1
19	4	-9	-3	-2	-13	-5	-3	0	-7	6	OC[C@@H]1CN(Cc2ccco2)C[C@H](n2cnc3c(NC4CCCC4)ncnc32)O1
20	-8	-10	-12	0	-9	-8	-2	4	-12	0	Cc1cccc(C(=O)N2CCC(N3CCC(C(=O)N4CCOCC4)CC3)CC2)c1

no.	Tn6 DDE FP	ADAM10 inh	PLCb3 inh	DDE Tn7 FP inh	ASAP1 inh	SIAE primary	PLC-gamma1 inh	ADAM17 inh	TDP2 absorb	ARFGAP1 inhibitor	smiles
21	2&0	1&-7	-3&-5	8&4	-6&0	1&-1	0&-2	2&1	1&10	9&-10	O=C(O)C(CCCCNS(=O)(=O)c1ccc(F)cc1)NS(=O)(=O)c1ccc(F)cc1 (stereo not drawn)
22	-4	-3	3	1	0	2	0	-1	-11	-5	COc1nc(Oc2ccc(C(=O)O)cc2)nc(Oc2ccc(C(=O)O)cc2)n1
23	2	0	2	-1	0	0	0	2	5	-5	Cc1csc(=S)n1-c1ccccc1
24	-3	-7	1	-5	6	-3	3	-2	-4	0	O=C(O)CC1CCS(=O)(=O)C1 (stereo not drawn)
25	4	0	1	-5	-2	0	2	-1	4	-10	CC(C)(C)n1ncc2c(=O)n(Cc3c(F)cccc3Cl)cnc21
26	-3	0	-44	-3	-6	-2	-27	-3	1	12	Oc1ccc(-c2nnc(Nc3cccc(O)c3)c3ccccc23)cc1
27	1	1	-3	-4	2	2	4	1	-8	7	Cc1cnc([N+](=O)[O-])n1CCOC(=O)NC(=O)c1ccc(C(F)(F)F)cc1
28	-5	3	-4	-1	-5	4	-1	-2	12	-7	O=c1[nH]c(=S)n(C2CCCCC2)c(O)c1C=NCCN1CCOCC1
29	0	7	8	-2	-10	-4	2	1	1	9	COc1ccc(NC(=S)N2CCCC2)cc1OC
30	-4	-2	-4	0	7	-3	1	-8	-14	11	COCCN(CCOC)C(=O)C12CCC(C)(C(=O)C1)C2(C)C (stereo not drawn)
31	10	-5	1	4	4	11	2	-1	6	-1	Cc1ccc(S(=O)(=O)N=S(CCO)CCO)cc1
32	-6	7	3	1	-1	6	2	1	1	12	COc1ccccc1OCCn1cc(/C=N/n2cnnc2)c2ccccc21
33	3	2	1	-7	12	1	3	3	-11	0	O=C(CSc1nc2ccccc2c(=O)n1-c1ccc(F)cc1F)NC1CCS(=O)(=O)C1 (stereo not drawn)
34	-9	-2	-9	1	13	-6	-7	2	-9	14	O=C(C1=C(O)C(=O)N(CCN2CCOCC2)C1c1ccccn1)c1cccs1 (stereo not drawn)
35	0	-2	-6	-5	11	-4	-1	-6	-9	-1	CC1CCc2sc(C(=O)OCC(=O)NC(N)=O)cc2C1 (stereo not drawn)
36	3	-2	0	5	-3	2	-2	-2	-5	-10	O=C(Cn1cc(C(F)(F)F)ccc1=O)N1CCN(S(=O)(=O)c2ccc(Cl)cc2)CC1
37	-4	-8	-3	-11	-2	-8	4	-1	-4	-1	Cc1ccc(S(=O)(=O)N2CCCCC2)cc1NC(=O)Cn1cnc2c1c(=O)n(C)c(=O)n2C
38	0	2	0	2	1	4	3	1	-9	-6	COC(=O)c1ccc(NC(=O)CSc2nncn2-c2ccccn2)cc1
39	-4	-92	-123	-3	-14	5	-98	-40	15	4	CCCN1CCc2c(sc3nc(SC)n(-c4ccccc4)c(=O)c23)C1
40	4	6	5	2	-6	3	2	-2	7	-9	CS(=O)(=O)N(CC(=O)N1CCCCCC1)c1ccccc1

A different layout for some results above.
cpd	Compound	Tn6 DDE FP	ADAM10 inh	PLCb3 inh	DDE Tn7 FP inh	ASAP1 inh	SIAE primary	PLC-gamma1 inh	ADAM17 inh	TDP2 absorb	ARFGAP1 inhibitor
34	O=C(C1=C(O)C(=O)N(CCN2CCOCC2)C1c1ccccn1)c1cccs1 (stereo not drawn)	-9	-2	-9	1	13	-6	-7	2	-9	14
35	CC1CCc2sc(C(=O)OCC(=O)NC(N)=O)cc2C1 (stereo not drawn)	0	-2	-6	-5	11	-4	-1	-6	-9	-1
36	O=C(Cn1cc(C(F)(F)F)ccc1=O)N1CCN(S(=O)(=O)c2ccc(Cl)cc2)CC1	3	-2	0	5	-3	2	-2	-2	-5	-10
37	Cc1ccc(S(=O)(=O)N2CCCCC2)cc1NC(=O)Cn1cnc2c1c(=O)n(C)c(=O)n2C	-4	-8	-3	-11	-2	-8	4	-1	-4	-1
38	COC(=O)c1ccc(NC(=O)CSc2nncn2-c2ccccn2)cc1	0	2	0	2	1	4	3	1	-9	-6

As entered above:
Reading of O=C(NCCC(=O)N1CCCCCCC1)c1ccc(Cl)cc1 in ADAM10 inh: 3
Reading of O=C(c1ccco1)N1CCN(Cc2nc(-c3cccs3)no2)CC1 in DDE Tn7 FP inh: 0

Sorted by the number under Tn6 DDE FP (descending): 4 from the list above
| no. | structure | Tn6 DDE FP | ADAM10 inh | PLCb3 inh | DDE Tn7 FP inh | ASAP1 inh | SIAE primary | PLC-gamma1 inh | ADAM17 inh | TDP2 absorb | ARFGAP1 inhibitor |
| --- | --- | --- | --- | --- | --- | --- | --- | --- | --- | --- | --- |
| 40 | CS(=O)(=O)N(CC(=O)N1CCCCCC1)c1ccccc1 | 4 | 6 | 5 | 2 | -6 | 3 | 2 | -2 | 7 | -9 |
| 24 | O=C(O)CC1CCS(=O)(=O)C1 (stereo not drawn) | -3 | -7 | 1 | -5 | 6 | -3 | 3 | -2 | -4 | 0 |
| 30 | COCCN(CCOC)C(=O)C12CCC(C)(C(=O)C1)C2(C)C (stereo not drawn) | -4 | -2 | -4 | 0 | 7 | -3 | 1 | -8 | -14 | 11 |
| 28 | O=c1[nH]c(=S)n(C2CCCCC2)c(O)c1C=NCCN1CCOCC1 | -5 | 3 | -4 | -1 | -5 | 4 | -1 | -2 | 12 | -7 |

The results go on.
no.	Tn6 DDE FP	ADAM10 inh	PLCb3 inh	DDE Tn7 FP inh	ASAP1 inh	SIAE primary	PLC-gamma1 inh	ADAM17 inh	TDP2 absorb	ARFGAP1 inhibitor	smiles
41	0	-7	-9	-5	-16	-1	1	2	-4	-8	Cc1nc(CN2CCN(S(=O)(=O)c3c(Cl)cc(Br)cc3Cl)CC2)cs1
42	0	-67	-7	1	10	0	-1	-24	9	4	COCCN(CCOC)C(=O)c1c[nH]c2ccc(S(=O)(=O)N(C)c3ccc(F)cc3)cc2c1=O
43	1	-5	-1	-2	-8	5	1	-2	-2	2	Cc1cc(Cl)ccc1OCC(=O)NCCOC(=O)Nc1sc(=S)n(C)c1C
44	-2	-2	-4	2	8	-21	-2	1	7	-3	COc1cc(/C=C(\C#N)C(=O)Nc2cccc(C(=O)O)c2)ccc1OCc1ccc(Cl)cc1
45	-3	-4	-6	-10	0	-68	2	-2	-16	-1	CCN(CC)c1ccc(C=C2C(=O)OC(C)(C(C)(C)C)OC2=O)cc1 (stereo not drawn)
46	9	3	1	8	-7	2	1	-2	1	7	Cc1ccc(NC(=O)NC2CCCN2S(=O)(=O)c2ccc(Cl)cc2)cc1 (stereo not drawn)
47	0	-8	-23	4	17	-2	1	-2	9	10	O=C(CNC(=O)c1cccc(Br)c1)N/N=C/c1ccc2c(c1)OCO2
48	-2	-5	-4	-5	-7	-3	-2	-3	15	0	O=C(NC1=NCCS1)c1ccc(Cl)cc1
